LDHA block = qHTS assay for inhibitors of human lactate dehydrogenase; L-lactate dehydrogenase A chain (Homo sapiens), P00338; purified LDHA, NADH/diaphorase-resazurin fluorescence; stronger effect = lower value; activity change, % (values are at about 110 or 230 µM); 0.15% of 480,000 active; AID 1347041, 2019; in the data active = activity change below about -30%; inconclusive = mostly about -25% to -30%;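 note: plate controls were DMSO wells for no effect and wells without enzyme for full effect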
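Human LDH5 at 2 nM final in Tris HCl pH 7.4 with 0.06 mM NADH and 0.2 mM pyruvate, reacted 5 minutes at room temperature. Remaining NADH coupled via diaphorase/resazurin; resorufin fluorescence read at 0 and 20 minutes, normalized to enzyme-free and DMSO wells.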
D2 antagonist = HTS Assay for Allosteric Antagonists of the Human D2 Dopamine Receptor: Primary Screen for Antagonists; D(2) dopamine receptor (Homo sapiens), P14416; HEK293 TREx D2 cells, calcium flux, dopamine EC80; inhibition, % at 10 µM; 2% of 340,000 active; AID 485344, 2010; in the data active = inhibition above about 30%; note: 0% is about no effect
Target sequence (P14416 whole entry, looked up): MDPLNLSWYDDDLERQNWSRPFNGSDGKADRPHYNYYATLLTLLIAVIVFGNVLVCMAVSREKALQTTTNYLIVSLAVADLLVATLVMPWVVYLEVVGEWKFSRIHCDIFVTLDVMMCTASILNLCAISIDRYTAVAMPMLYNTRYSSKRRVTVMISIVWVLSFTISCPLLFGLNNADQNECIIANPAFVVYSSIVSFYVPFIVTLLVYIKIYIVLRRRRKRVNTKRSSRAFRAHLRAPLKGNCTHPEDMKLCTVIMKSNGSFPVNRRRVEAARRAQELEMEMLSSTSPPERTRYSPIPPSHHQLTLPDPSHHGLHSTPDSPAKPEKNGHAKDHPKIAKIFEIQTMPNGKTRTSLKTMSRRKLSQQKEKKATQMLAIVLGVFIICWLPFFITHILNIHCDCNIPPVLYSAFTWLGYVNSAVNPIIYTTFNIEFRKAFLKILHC
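Tetracycline-induced HEK293 TREx cells expressing D2 receptor forced-coupled to calcium signalling, loaded with no-wash calcium dye. Compounds added and calcium flux read 180 s, then dopamine added at EC80 and read a further 180 s.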
Vif-A3F inh = qHTS for Inhibitors of Vif-A3F Interactions: qHTS. HeLa A3F-eYFP + Vif (tagged APOBEC3F with the HIV-1 protein that degrades it), YFP fluorescence increase. 0.2% of 390,000 active. AID 602313, 2012. Potency, µM (titrated, usually from 46.1 µM), inactives show top-dose activity, negative = active; note: potency is the fitted concentration of half-maximal effect; % of control where 0% means no effect; nearly all actives have a fitted effect of over 65% in size
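HeLa cells stably expressing A3F-eYFP plus Vif, plated and incubated overnight at 37 deg C, then exposed to compounds overnight at 37 deg C. Blocked degradation read as raised yellow fluorescence (Ex 488/Em 500-530).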
RGS4 inh = Inhibitors of Regulator of G Protein Signaling (RGS) 4: qHTS; Regulator of G-protein signaling 4 (Homo sapiens), P49798; Transcreener GDP fluorescence polarization, RGS4-accelerated GTP hydrolysis; Potency, µM (series often up to 114 µM), without a hit: at the top dose activity change, negative = inhibition, actives largely listed as inhibitors; 0.039% of 390,000 active; note: potency is the fitted concentration of half-maximal effect; % is set by controls: 0 for no effect and ±100 for the full control effect; nearly all actives have a fitted effect of over 75% in size; some results filed as inactive show a strong effect at the top dose
Target sequence (P49798 whole entry, looked up): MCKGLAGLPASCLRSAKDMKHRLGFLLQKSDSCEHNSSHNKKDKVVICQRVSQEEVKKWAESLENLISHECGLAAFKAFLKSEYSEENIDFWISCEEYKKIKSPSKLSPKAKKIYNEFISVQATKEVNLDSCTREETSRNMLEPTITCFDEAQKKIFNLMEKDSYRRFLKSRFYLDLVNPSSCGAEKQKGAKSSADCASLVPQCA
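MLSMR compounds (23 nl, pin-transferred) preincubated 10 min at room temperature with a 500nM (2x) first reagent, then RGS4 at 900nM (2x) plus Transcreener GDP mix added; fluorescence polarization (620/688 nm) read before and after 90 min at 30 °C.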
12-LOX inh = Primary qHTS assay for inhibitors of human arachidonate 12S-lipoxygenase (ALOX12): Round 2; Polyunsaturated fatty acid lipoxygenase ALOX12 (Homo sapiens), P18054; purified 12hLO, xylenol orange hydroperoxide absorbance; Potency, µM (titrated, usually from 108 µM), for the others: at the top dose activity change, negative = inhibition, hits mostly inhibitors; 1.1% of 580,000 active; AID 1671190, 2021; note: potency is the fitted concentration of half-maximal effect; % is set by controls: 0 for no effect and ±100 for the full control effect
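Hydroperoxide product was detected by ferrous iron/xylenol orange as the 573 to 405 nm absorbance ratio. Arachidonic acid at 40 uM (final) was turned over for 30 min at room temperature by 150 nM human 12hLO, pH 7.0 Hepes buffer, after 15 min compound preincubation.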
Vif-A3G inh = qHTS for Inhibitors of Vif-A3G Interactions: qHTS; AID 602310, 2012; Potency, µM (titrated, usually from 46.1 µM), without a hit: at the highest dose activity, negative = active, hits mostly inhibitors; 0.076% of 410,000 active; HeLa A3G-eYFP + Vif (tagged APOBEC3G with the HIV-1 protein that degrades it), YFP fluorescence, overnight; DNA dC->dU-editing enzyme APOBEC-3G (Homo sapiens), Q9HC16;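 note: potency is the fitted concentration of half-maximal effect; % is set by controls: 0 for no effect and ±100 for the full control effect; nearly all actives have a fitted effect of over 60% in size; hits raise eYFP signal because A3G escapes Vif-driven loss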
Target sequence (Q9HC16 whole entry, looked up): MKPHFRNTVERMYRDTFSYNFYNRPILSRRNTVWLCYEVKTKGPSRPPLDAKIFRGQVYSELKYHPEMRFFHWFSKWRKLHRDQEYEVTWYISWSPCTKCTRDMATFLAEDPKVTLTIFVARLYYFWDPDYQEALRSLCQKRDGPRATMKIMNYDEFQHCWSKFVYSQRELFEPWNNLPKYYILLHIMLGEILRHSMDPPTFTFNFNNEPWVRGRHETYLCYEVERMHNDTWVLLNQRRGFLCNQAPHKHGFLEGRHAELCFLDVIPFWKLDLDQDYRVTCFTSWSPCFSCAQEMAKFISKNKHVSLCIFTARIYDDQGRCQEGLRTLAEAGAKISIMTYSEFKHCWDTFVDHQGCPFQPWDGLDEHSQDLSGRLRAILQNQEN
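Read-out is eYFP fluorescence (Ex 488/Em 500-530) from Vif-expressing HeLa A3G-eYFP cells; more signal means A3G escaped Vif-mediated degradation. Cells plated overnight, compound pinned in, incubated overnight at 37 deg C.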
D2 agonist = HTS Assay for Allosteric Agonists of the Human D2 Dopamine Receptor: Primary Screen for Agonists | D(2) dopamine receptor (Homo sapiens), P14416 | HEK293 T-REx D2 cells, calcium flux agonist mode | activation, % at 2 µM | 0.53% of 340,000 active | AID 485358, 2010;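 active = activation over 3 SD above normal in the single-dose calcium agonist read, cut at about 30% in these data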; note: 0% is about no effect
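HEK293 Trex D2 cells, tetracycline-induced, o/n 30 C 5% CO2; no-wash Ca dye, RT 30–90 min; 10-cycle baseline, 23 nl cpd added, kinetic Ca read 180 s; agonist hits = positive Ca response.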
ERG-DNA inh = qHTS for Small Molecule Inhibitors of the ERG Ets/DNA interaction. Transcriptional regulator ERG (Homo sapiens), P11308. fluorescence polarization, His-ERG Ets domain / labelled DNA. 0.028% of 370,000 active. AID 624246, 2012. Potency, µM (doses to about 76.9 µM), for the others: at the highest dose FP activity, negative = inhibition, usual class: inhibitors; active = well fitted inhibition curve with a large enough effect in the polarisation, with a control signal flat; inconclusive = small, poorly fitted or top-dose-only effect, or effect the other way, or a change in a side signal; inactive = no such curve, though single readings can be large or run the other way; the % refers to the polarisation;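 note: polarization taken with two DNA probes labelled with fluorescein and Texas red; potency is the fitted concentration of half-maximal effect; % of control where 0% means no effect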
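His-tagged ERG Ets domain (1 uM in the protein solution; 300mM KCl, 50mM Tris-HCl, 1mM EDTA, 1mM DTT, pH 7.5) received compound, then a probe mix of 5 nM fluorescein-DNA and 100nM Texas-615-DNA. Fluorescence polarization was read for both dyes.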
GRP78 ERSR act = qHTS for Inducers of the Endoplasmic Reticulum Stress Response (ERSR) in Human Glioma: qHTS; U87-MG GRP78 promoter luciferase reporter, 16 h; Potency, µM, for the others: top-dose activation, hits mostly activators; 0.02% of 420,000 active; AID 602332, 2012; note: potency is the fitted concentration of half-maximal effect; series mostly up to about 76 µM; % of control where 0% means no effect; nearly all actives have a fitted effect of over 35% in size
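ERSR induction read as luciferase luminescence (Bright-Glo, 10 min at room temperature) in stably transfected human U87-MG glioma cells exposed to compounds for 16 h, using GRP78 as sensor.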
Starred values were filed as active, the others as inactive; ? = inconclusive; . = not tested or not shown; [ ] = remark or other dose. Unless noted, calls come from the whole dose curve; as a rule, active = well fitted curve in the direction sought with a large enough effect; inconclusive = small, poorly fitted or top-dose-only effect, or another doubt; inactive = no such curve, though single readings can be large; an effect the other way counts as inactive or inconclusive. The list is partial; count on the stated rates, not on these rows.

Keys: A = LDHA block; B = D2 antagonist; C = Vif-A3F inh; D = RGS4 inh; E = 12-LOX inh; F = Vif-A3G inh; G = D2 agonist; H = ERG-DNA inh; I = GRP78 ERSR act
> Cc1c(C(=O)N/N=C/c2ccc(O)cc2)sc(=S)n1C
  A = -4 | B = -9 | C = -2% | D = -52% | E = 8% | F = -4% | G = -0.4 | H = 5% | I = 0%
> Nc1nc(Nc2cccc(F)c2)nc(NCCO)c1[N+](=O)[O-]
  A = -9 | B = -13 | C = 14% | D = 27% | E = 101%[activator] | F = 2% | G = -0.8 | H = 0% | I = -2%
> CCCCCNC(=O)CN(c1ccc2c(c1)OCO2)S(C)(=O)=O
  A = -1 | B = -35 | C = 0% | D = 32% | E = 21% | F = 1% | G = -0.2 | H = 0% | I = -7%
> COc1cccc(C(=O)Nc2ccccc2NC(=O)c2cccc(OC)c2)c1
  A = -2 | B = 0 | C = 11% | D = 35% | E = 2% | F = -8% | G = -0.3 | H = -6% | I = -3%
> CCn1c(SCc2ccccc2F)nnc1-c1ccncc1
  A = -8 | B = -7 | C = -13% | D = -15% | E = ? | F = 0% | G = -0.9 | H = -1% | I = 1%
> COc1ccc(OC)c(-n2cnc3cc(C(=O)NCCc4ccccc4)ccc32)c1
  A = 1 | B = . | C = -10% | D = 14% | E = -12% | F = -2% | G = 1.1 | H = 0% | I = 1%
> COc1ccccc1-c1cnc(C(O)c2ccccc2)[nH]1 (stereo not drawn)
  A = 1 | B = . | C = . | D = . | E = -7% | F = -2% | G = . | H = . | I = 3%
> Cc1cc(C)cc(NC(=O)c2ccc(CSc3nnnn3C)cc2)c1
  A = 2 | B = 19 | C = 0% | D = 18% | E = 0% | F = 5% | G = -1.1 | H = -3% | I = 3%
> CC(=O)NN=C(C)c1ccc(NC(=O)C2CC2)cc1
  A = -7 | B = . | C = . | D = . | E = 9% | F = 1% | G = . | H = . | I = -1%
> COc1ccc(CCNC(=O)C2CCN(c3nc4ccccc4nc3C(F)(F)F)CC2)c(OC)c1
  A = -12 | B = . | C = 5% | D = 7% | E = -15% | F = 2% | G = . | H = -6% | I = 3%
> Cc1ccc(Nc2nc(COC(=O)C3CC3)cs2)cc1
  A = -3 | B = 6 | C = -3% | D = -3% | E = 1% | F = 0% | G = -0.2 | H = -1% | I = 0%
> COc1ccc(-c2csc(NC(=O)CCN3C(=O)C4CC=CCC4C3=O)n2)cc1OC (stereo not drawn)
  A = 0 | B = 6 | C = 4% | D = 6% | E = 2% | F = -4% | G = 0.6 | H = 15% | I = 6%
> Cc1ccc(NC(C#N)c2ccccc2OCc2ccccc2)cc1 (stereo not drawn)
  A = -3 | B = 10 | C = -7% | D = -2% | E = 0% | F = ? | G = 0.1 | H = 0% | I = 2%
> O=S(=O)(c1cccc(F)c1)N1CCC(Oc2ccc(-n3cnnn3)cc2)CC1
  A = -4 | B = . | C = 0% | D = 0% | E = -6% | F = -6% | G = 1.7 | H = 1% | I = -2%
> O=C(NCCCN1CCOCC1)c1ccccc1
  A = -20 | B = -2 | C = . | D = 18% | E = ? | F = -4% | G = -1.0 | H = 1% | I = -2%

An excerpt from above in order of their number in Vif-A3G inh, ascending:
compound	D2 antagonist	Vif-A3F inh	RGS4 inh	12-LOX inh	Vif-A3G inh	ERG-DNA inh	GRP78 ERSR act
Cc1c(C(=O)N/N=C/c2ccc(O)cc2)sc(=S)n1C	-9	-2%	-52%	8%	-4%	5%	0%
COc1ccc(OC)c(-n2cnc3cc(C(=O)NCCc4ccccc4)ccc32)c1	.	-10%	14%	-12%	-2%	0%	1%
Cc1cc(C)cc(NC(=O)c2ccc(CSc3nnnn3C)cc2)c1	19	0%	18%	0%	5%	-3%	3%

Remaining list, next part.
Keys: A = LDHA block; B = D2 antagonist; C = Vif-A3F inh; D = RGS4 inh; E = 12-LOX inh; F = Vif-A3G inh; G = D2 agonist; H = ERG-DNA inh; I = GRP78 ERSR act
> Cc1nc(-c2cccc(S(=O)(=O)N3CCC(C)CC3)c2)cs1
  A = -2 | B = 2 | C = -20% | D = ? | E = 446%[activator] | F = -6% | G = -0.6 | H = 3% | I = 0%
> CCCCn1c(N)c(N(CC)C(=O)CCNC(=O)c2ccc(Cl)cc2)c(=O)[nH]c1=O
  A = -10 | B = . | C = 5% | D = -29% | E = -10% | F = 1% | G = . | H = -5% | I = -6%
> CN(C)c1ccc(/C=N/NC(=O)CNC(=O)c2ccncc2)cc1
  A = 1 | B = -5 | C = 0% | D = -12% | E = 0% | F = 1% | G = -0.1 | H = 12% | I = -2%
> S=C1NCN(Cc2cccnc2)CN1c1cccc2ccccc12
  A = -3 | B = -22 | C = -6% | D = -2% | E = 140%[activator] | F = 4% | G = 0.2 | H = 1% | I = -3%
> COC(=O)Cn1c(C)nc([N+](=O)[O-])c1Br
  A = -4 | B = 7 | C = -6% | D = 0% | E = 2% | F = -2% | G = 0.7 | H = 2% | I = 11%
> COc1cc(C2C3CN(C)CC=C3C(C#N)=C(N)C2(C#N)C#N)ccc1OC(C)C (stereo not drawn)
  A = 6 | B = -14 | C = -1% | D = -31%[56.9 µM] | E = -22% | F = -1% | G = 3.5 | H = 3% | I = -7%
> OCCCNc1ncnc2sc(-c3ccccc3)cc12
  A = 4 | B = -9 | C = 8% | D = -7% | E = 0% | F = -12% | G = 0.9 | H = 14% | I = 3%
> COc1ccc(NC(=O)[C@@H]2CCCN2C(=O)c2cccs2)cc1S(=O)(=O)N1CCCCC1
  A = 0 | B = 2 | C = -5% | D = -18% | E = 1% | F = 5% | G = -1.1 | H = 0% | I = -3%
> CCOc1ccc(-n2c(SCC(=O)c3c(N)n(C)c(=O)n(C)c3=O)nnc2-c2cccnc2)cc1
  A = -5 | B = -2 | C = -3% | D = 16% | E = -22% | F = 4% | G = 0.1 | H = 22% | I = -3%
> O=C(COc1ccc2ccccc2c1)NN1C(=O)c2ccccc2C1=O
  A = -1 | B = -6 | C = -10% | D = -33% | E = -8% | F = -3% | G = 0.4 | H = -1% | I = -3%
> CCn1cc(CN2CCCC(C(=O)Nc3ccc(-c4cscn4)cc3)C2)c(C)n1 (stereo not drawn)
  A = -2 | B = 1 | C = 3% | D = 11%[56.9 µM] | E = 2% | F = 3% | G = 0.1 | H = -10% | I = 0%
> Cc1cc(C)cc(N2C(=O)CSC23C(=O)N(Cc2c(F)cccc2Cl)c2ccccc23)c1 (stereo not drawn)
  A = 0 | B = . | C = 1% | D = 8% | E = -13% | F = 0% | G = -0.9 | H = -4% | I = -2%
> O=C(CN1CCCC1)NN=C(c1ccccc1)c1ccccc1
  A = -6 | B = 0 | C = -7% | D = 22% | E = 1% | F = 1% | G = 0.9 | H = 3% | I = -4%
> CCOC(=O)/C(=N\Nc1cc(Cl)ccc1Cl)N1CCN(C)CC1
  A = -5 | B = -19 | C = 13% | D = -5% | E = ? | F = 0% | G = 0.4 | H = 10% | I = -4%
> Cc1ccn2c(Nc3ccccc3C)c(-c3ccc(N4CCOCC4)cc3)nc2c1
  A = -4 | B = . | C = 3% | D = 35% | E = -29% | F = 0% | G = 1.1 | H = 5% | I = 1%
> COc1cc(C(c2c(C)[nH][nH]c2=O)c2c(C)[nH][nH]c2=O)cc([N+](=O)[O-])c1O
  A = 5 | B = -12 | C = -3% | D = ? | E = 11% | F = -1% | G = 0.2 | H = 9% | I = -1%
> CC1=C(C(=O)OC(C)C)C(c2ccc3c(c2)OCO3)NC(=O)N1 (stereo not drawn)
  A = -3 | B = -5 | C = -1% | D = 15% | E = -6% | F = 0% | G = -0.2 | H = -10% | I = -4%
> COc1ccc2cnn(CCOc3cc(C)ccc3C(C)C)c(=O)c2c1OC
  A = 6 | B = 11 | C = 6% | D = -7% | E = 10% | F = 0% | G = -1.6 | H = . | I = 2%
> Cc1nnsc1-c1c(C(=O)Oc2ccccc2)c(C)nn1-c1ccccc1
  A = 1 | B = 1 | C = 1% | D = 2% | E = 11% | F = -6% | G = -0.6 | H = -6% | I = -4%
> C/C(=N\N1C(=O)c2ccccc2NC1c1ccccc1)c1ccccc1O (stereo not drawn)
  A = -2 | B = . | C = 0% | D = 16% | E = 2% | F = -3% | G = . | H = 9% | I = -4%
> C/C(=N/OCC(=O)NCCCCCCNC(=O)CO/N=C(/C)c1cccs1)c1cccs1
  A = -3 | B = 0 | C = 1% | D = -2% | E = -29% | F = -1% | G = 0.8 | H = 1% | I = -1%
> O=C(Nc1cc(C(F)(F)F)ccc1N1CCOCC1)c1ccc(Cl)nc1
  A = -7 | B = 0 | C = 1% | D = 8% | E = 5% | F = -7% | G = 0.7 | H = 1% | I = -2%
